Bioassay records deposited in PubChem BioAssay by National Center for Advancing Translational Sciences (NCATS).
Tau ThT inhib – tau fibrillization inhibition (ThT binding). P10636. recombinant tau K18 P301L, heparin-induced fibrillization, ThT fluorescence. Potency, µM (top dose mostly 57.4 µM), for the others: at the highest dose activity, negative = inhibition, usual class: inhibitors. actives 2.1% (n = 270,000). AID 1460; further: nearly all actives have a fitted effect of over 55% in size
Target sequence (P10636 561-689 P618L limits assumed): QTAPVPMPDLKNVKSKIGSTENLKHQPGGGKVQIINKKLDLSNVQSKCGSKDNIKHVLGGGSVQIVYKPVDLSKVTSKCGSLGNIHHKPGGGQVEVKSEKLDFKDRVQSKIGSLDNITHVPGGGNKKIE
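In this qHTS, human K18 P301L tau is incubated with compound and heparin for 6 hr at 37 C, and Thioflavin T fluorescence then reports fibril load.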
Tau fluor counter – counter-screen for tau fibril formation inhibitors; tau K18 P301L Alexa594 fluorescence, heparin fibrillization; Potency, µM (doses to about 57.7 µM), for inactives: at the top dose activity change, negative = decrease; actives 0.93% (n = 280,000); further: nearly all actives have a fitted effect of over 55% in size
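Human tau K18 P301L (15 uM unlabeled, 0.24 uM Alexa 594-labeled) in 100 mM sodium acetate pH 7 with 20 uM heparin, 6 hr at 37 C. ThT 30 uM added, 1 hr ambient; Alexa 594 FP and total fluorescence read at 555/632 nm.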
TR SRC2 fluor cs – counter-screen for TRb-SRC2 inhibitors: fluorescence interference; TRb/SRC2 Texas Red total fluorescence interference; Potency, µM (titrated, usually from 106 µM), without a hit: top-dose fluorescence change, negative = quenching; actives 0.29% (n = 280,000); AID 1479; active means well fitted curve in either direction with a large enough effect; inconclusive means small, poorly fitted or top-dose-only effect
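Flags fluorescent or light-absorbing compounds by total fluorescence, S + 2P, at 555 nm excitation and 632 nm emission. Mixture: 20 nM Texas Red SRC2 peptide, 0.6 uM human TRb LBD, 1 uM T3, 5% DMSO; compound exposure 5 h at ambient temperature.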
Tau fibril FP – inhibitors of human tau fibril formation; P10636; K18 P301L tau heparin fibrillization, Alexa594 FP, 6 h; Potency, µM (doses to about 57.7 µM), without a hit: at the highest dose activity, negative = inhibition, actives largely listed as inhibitors; actives 0.39% (n = 280,000); AID 1468; further: nearly all actives have a fitted effect of over 55% in size
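K18 P301L tau (15 uM unlabeled/0.24 uM Alexa 594-labeled, final) + compound + heparin 20 uM final; 100 mM NaOAc pH 7; 6 hr 37 C; ThT 30 uM final added, 1 hr RT; FP ex 555/em 632 nm.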
TRb SRC2 PPI – disrupts binding of human TR beta to SRC2 | Potency, µM (doses to about 106 µM), inactives show at the top dose activity change, negative = inhibition, hits mostly inhibitors | TRbeta-SRC2 peptide binding, fluorescence polarization; receptor liganded with 1 µM T3 | actives 0.065% (n = 280,000) | AID 1469 | P10828;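 further: plate controls were bound peptide for no effect and peptide without receptor for full effect; nearly all actives have a fitted effect of over 50% in size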
Target sequence (P10828 whole entry, looked up): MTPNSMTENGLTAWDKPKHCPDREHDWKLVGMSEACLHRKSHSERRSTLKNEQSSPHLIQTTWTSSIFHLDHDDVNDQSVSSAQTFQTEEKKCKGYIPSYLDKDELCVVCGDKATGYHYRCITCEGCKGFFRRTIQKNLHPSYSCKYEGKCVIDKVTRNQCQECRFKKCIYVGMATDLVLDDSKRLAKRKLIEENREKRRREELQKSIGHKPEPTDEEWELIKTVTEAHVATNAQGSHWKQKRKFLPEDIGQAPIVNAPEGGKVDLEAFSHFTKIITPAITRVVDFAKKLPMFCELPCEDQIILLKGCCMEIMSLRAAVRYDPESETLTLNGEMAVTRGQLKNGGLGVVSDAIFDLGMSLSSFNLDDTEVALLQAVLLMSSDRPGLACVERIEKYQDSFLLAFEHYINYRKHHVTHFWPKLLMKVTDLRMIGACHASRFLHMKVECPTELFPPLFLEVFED
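Binding of a 20-amino-acid Texas Red SRC2 peptide (20 nM) to TRb ligand-binding domain (0.6 uM) with agonist T3 at 1 uM was followed by fluorescence polarization after a 5 hr room-temperature incubation.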
L3MBTL1 inh – inhibitors of human L3MBTL1. Q9Y468. AlphaScreen L3MBTL1–H3K9me1 peptide binding. Potency, µM (titrated, usually from 57.1 µM), inactives show top-dose activity, negative = inhibition, most hits filed as inhibitors. actives 0.66% (n = 230,000). AID 485360; further: nearly all actives have a fitted effect of over 60% in size
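Displacement of a biotinylated histone H3(1-15) peptide monomethylated at Lys9 (75 nM) from L3MBTL1 (50 nM) was measured by AlphaScreen after a 30 min room-temperature compound incubation; cefsulodin titration served as intraplate control.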
GLA spleen mod – alpha-galactosidase A (human) modulation; P06280; human spleen homogenate, 4MU-alpha-Gal fluorescence, 40 min; Potency, µM (series often up to 80 µM), inactives show at the highest dose activity change, negative = inhibition, most hits filed as inhibitors; actives 0.008% (n = 240,000); AID 2107;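 further: 0% = enzyme with vehicle and -100% = no enzyme basal signal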
Target sequence (P06280 32-429 limits assumed): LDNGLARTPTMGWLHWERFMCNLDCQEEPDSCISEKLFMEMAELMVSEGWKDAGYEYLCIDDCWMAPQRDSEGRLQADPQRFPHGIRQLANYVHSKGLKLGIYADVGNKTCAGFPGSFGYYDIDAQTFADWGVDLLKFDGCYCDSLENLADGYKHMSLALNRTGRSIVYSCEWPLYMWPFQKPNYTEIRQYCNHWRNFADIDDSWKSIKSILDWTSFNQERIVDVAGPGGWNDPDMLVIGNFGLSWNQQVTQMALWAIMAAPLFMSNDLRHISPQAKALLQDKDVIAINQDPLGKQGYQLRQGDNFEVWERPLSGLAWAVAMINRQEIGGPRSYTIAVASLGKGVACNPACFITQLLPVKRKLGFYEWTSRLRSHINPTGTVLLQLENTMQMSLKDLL
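Fluorogenic readout (Ex 365/Em 440 nm) of 4-methylumbelliferone released from 1 mM 4-MU-alpha-galactoside by spleen homogenate, 40 min at 37C, pH 5.0. Data normalized to no-enzyme and enzyme controls; Hill-equation AC50 from compound titrations.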
ALDH1A1 inh – inhibitors of human aldehyde dehydrogenase 1A1 | Potency, µM (top dose mostly 75.3 µM), inactives show at the highest dose activity, negative = inhibition, usual class: inhibitors | actives 7.3% (n = 220,000) | Purified ALDH1A1, NADH fluorescence, propionaldehyde substrate; active means well fitted inhibition curve with a large enough effect, not every such curve was filed as active; inconclusive means small, poorly fitted or top-dose-only effect, or another doubt; inactive means no such curve, though single readings can be large or run the other way;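 further: plate controls were no enzyme wells and a reference inhibitor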
Starred values were filed as active, the others as inactive; ? = inconclusive; . = no result given; & = joins results of further samples; [ ] = dose if it differs, or a comment. Unless noted, the call rests on the fitted dose curve; in most records, active means well fitted curve in the direction sought with a large enough effect; inconclusive means small, poorly fitted or top-dose-only effect, or another doubt; inactive means no such curve, though single readings can be large; an effect the other way counts as inactive or inconclusive. Unless noted, on the % scale 0 is the no-effect control and ±100 the full control effect; potency means the concentration at half of the fitted maximal effect.

SMILES | Tau ThT inhib | Tau fluor counter | TR SRC2 fluor cs | Tau fibril FP | TRb SRC2 PPI | L3MBTL1 inh | GLA spleen mod | ALDH1A1 inh
Cc1ccc(NC(=O)CCSc2nc(-c3ccc4c(c3)OCO4)cc(C(F)(F)F)n2)c(C)c1 | -4% | -13% | 4% | -11% | -5% | . | . | .
C=CCn1cc(C(=O)N2CCN(C)CC2)c(=O)c2cc(S(=O)(=O)N3CCCC3)ccc21 | -10% | -2% | 1% | 1% | -1% | . | 3% | ?
COC(=O)c1cc(OC)c(OC)cc1NC(=O)c1cccc(C)c1 | -11% | -11% | -5% | -6% | -4% | 3% | 10% | ?
Cc1ccc(CNC(=O)CCCCCn2c(=O)c3sccc3n(CC(=O)Nc3ccc(C)c(F)c3)c2=O)cc1 | -3% | -27% | 4% | ? | 8% | . | . | .
CCCCC1=CC2=CC(=O)C(C)(OC(=O)CC)C(=O)C2=CN1c1ccc(OC)cc1 (centres undefined) | ? | -6%[11.6 µM] | -1%[11.2 µM] | -7%[11.6 µM] | 6%[11.2 µM] | . | 0%[17.5 µM] | 5%[13.5 µM]
Cc1onc(-c2ccccc2)c1NC(=O)N(CCC#N)Cc1ccccc1 | -2% | -6% | -1% | -5% | 2% | 7% | -5% | ?
C=CC#CC[N+]1(CC#Cc2ccccc2)CCOCC1 | ? | -3% | -8% | -9% | 5% | 10% | 0% | ?
COc1ccc(C2C(C(=O)c3sc(C)nc3C)=C(O)C(=O)N2CCN(C)C)cc1OC (centres undefined) | -2% | 5% | 1% | 0% | -3% | 1% | 0% | ?
CN(c1cccc(NC(=O)c2ccccc2N(C)S(=O)(=O)c2ccccc2)c1)S(C)(=O)=O | 6% | 3% | 1% | -1% | 1% | 0% | -5% | -4%
S=c1[nH]nc(-c2ccccn2)n1/N=C/c1ccc(Br)s1 | -14% | -14% | ? | -7% | -1% | 28µM* | -7% | ?

Three compounds from above, reduced to TR SRC2 fluor cs:
Molecule | TR SRC2 fluor cs
CCCCC1=CC2=CC(=O)C(C)(OC(=O)CC)C(=O)C2=CN1c1ccc(OC)cc1 (centres undefined) | -1%[11.2 µM]
Cc1onc(-c2ccccc2)c1NC(=O)N(CCC#N)Cc1ccccc1 | -1%
C=CC#CC[N+]1(CC#Cc2ccccc2)CCOCC1 | -8%

Other compounds follow:
SMILES | Tau ThT inhib | Tau fluor counter | TR SRC2 fluor cs | Tau fibril FP | TRb SRC2 PPI | L3MBTL1 inh | GLA spleen mod | ALDH1A1 inh
COc1cc(NC(=O)CSc2nc(-c3ccccc3)no2)cc(OC)c1 | 2% | -8% | -1% | -11% | 10% | . | . | .
CCOC(=O)CSc1nc(C)cc2c1C(=O)OC2 | -10% | -5% | 2% | 0% | -12% | . | -5% | -3%
Cc1c(C=O)c2ccccc2n1CC(=O)O | -10% | -10% | 1% | -6% | -1% | 8% | 3% | 2%
Fc1cccc(Cl)c1Cn1nnc(-c2ccc3c(c2)OCO3)n1 | -16% | -24% | -2% | -5% | -8% | 33%[activator] | -4% | ?
Cc1ccc(-n2c(-c3ccc(Cl)cc3)c[n+]3c2CCC3)cc1 | -6% | -9% | -1% | -2% | -2% | 3% | 0% | .
Cc1ccc(-c2cc(=O)c3cc(Cl)ccc3[nH]2)cc1 | -2%[81.4 µM] | -2%[81.3 µM] | 1%&-1% | -1%[81.3 µM] | 3%&-7% | 9% | -4%[119 µM] | -1%[120 µM]
O=C(CSc1nnc2scc(-c3ccccc3)n12)NCc1ccc2c(c1)OCO2 | -8% | -8% | -1% | -8% | -4% | -2% | 1% | 11%
CC(C)C(OC(=O)c1cccs1)C(=O)NCc1ccc2c(c1)OCO2 (centres undefined) | 1% | 1% | -1% | 1% | -5% | 4% | 1% | -12%
CC(C(=O)NCCN1C(=O)S/C(=C\c2cccs2)C1=O)N1C(=O)c2ccccc2C1=O (centres undefined) | -8% | -4% | 0% | -7% | -3% | 1% | 1% | -4%
Cc1cc(N/C=C\c2nnnn2-c2ccccc2)no1 | 2% | -3% | 0% | -2% | -10% | -6% | 2% | ?
COc1ccc(/C=N/NC(=O)C(=O)/C=C2\NC3(CCCC3)Cc3ccccc32)cc1 | ? | -20% | -4% | 11% | -15% | -5% | -3% | -7%
COc1ccccc1/C=C/C(=O)Nc1nc(N)n(-c2ccccc2)n1 | ? | -20% | -1% | -12% | 0% | -17% | -3% | .
Cc1cccc2c(SCC(=O)NCC3CCCO3)nc(-c3ccc(F)cc3)nc12 (centres undefined) | -2% | 0% | -3% | 4% | -4% | -3% | -3% | -4%
COc1cc(OC)cc(C(=O)N[C@H](C(=O)Nc2nc(-c3ccc(OC)c(OC)c3)cs2)C(C)C)c1 | -11% | -17% | 5% | 7% | 2% | . | 2% | .
CCc1cc(=O)oc2cc(C)cc(OCc3nn[nH]n3)c12 | -9% | -7% | 0% | -5% | 5% | 5% | 8% | ?
CCn1c(SCc2nnc(-c3ccccc3)o2)nc2c1c(=O)n(C)c(=O)n2C | -6% | -12% | -2% | -4% | 2% | . | -4% | 19%
O=C(CSc1ncnc2ccccc12)NCCCO | 1% | -1% | -10% | -2% | -8% | 5% | -2% | -3%
Cc1ccc(NC(=O)COc2ncnc3ccccc23)cc1S(=O)(=O)N1CCOCC1 | 2% | -8% | 0% | -1% | -9% | 11% | 6% | 3%
Cc1nn(CC(=O)NCc2ccc(N(C)C)cc2)c(=O)c2c(C)n(-c3ccc(Cl)cc3)nc12 | 2% | -21% | -3% | ? | 0% | . | . | .
CCCSc1nc2sc3c(c2c(=O)[nH]1)CC(C)CC3 (centres undefined) | -8% | 3% | 1% | -2% | 6% | 6%[11.4 µM] | 7% | -5%
CCOC(=O)c1c(S(=O)(=O)N2CCC(C(=O)Nc3ncccc3C)CC2)c(C)n(C)c1C | 4% | -4% | -5% | 1% | 3% | . | . | .
Cc1ccc(Cn2c(=O)n(CCCCC(=O)NCCc3ccc(Cl)cc3)c(=O)c3ccccc32)cc1 | -2% | -7% | -2% | -2% | 3% | . | . | .
CC(C)(C)C(=O)O/N=C(\N)c1ccc(Br)cc1 | -5% | -5% | -1% | 6% | -2% | 26% | -3% | .
O=C(c1ccc(F)cc1)C1CCN(C(=O)Nc2ccccc2Cl)CC1 | -4% | -10% | -3% | 1% | 0% | . | 1% | -1%
O=C(N/N=C/c1ccc(N2CCOCC2)cc1)c1ccccc1NS(=O)(=O)c1cccs1 | ? | -17% | -6% | 7% | -7% | 2% | 7% | ?
COc1ccc(OCc2nc(N)nc(Nc3ccccc3)n2)cc1 | -18% | -11% | -1% | -1% | -4% | -3% | 2% | ?
COC(=O)[C@H](CC(C)C)NC(=O)CCc1nnc(COc2ccccc2)o1 | -8% | -6% | 4% | -8% | 0% | 12% | 3% | 7%
Cc1oc(-c2ccccc2F)nc1CN1CCC(C(=O)NC2CC2)CC1 | -3% | -6% | 2% | -2% | 4% | -3% | 4% | 5%
Cc1ccc(-c2nc(SCc3ccc(Br)cc3)n3[nH]c(=O)cc3n2)cc1 | -2% | -15% | -2% | -2% | 0% | . | . | .
Cc1cccc(C)c1OCC(=O)N(Cc1ccc(Cl)cc1)CC1CCCO1 (centres undefined) | -8% | -6% | -8% | 8% | 1% | . | . | .
CCOC(=O)c1c(C)[nH]c(C(=O)COC(=O)c2ccncc2)c1C | -19% | -16% | -1% | -8% | -11% | 3% | 1% | -6%
COc1ccccc1OCCn1c(C(C)Oc2ccccc2)nc2ccccc21 (centres undefined) | ? | -25% | -73% | -2% | -19% | . | . | .
Cn1c(N)c(C(=O)COC(=O)c2ccc3c(c2)C(=O)N(c2ccc(Cl)cc2)C3=O)c(=O)n(C)c1=O | ? | -23% | -1% | 2% | 4% | 5% | 11% | 0%
O=C(/C=C/Nc1ccccc1)c1cnc(-c2ccccc2)s1 | ? | -8% | -4% | -4% | 2% | 1% | 4% | 12%
CC(C)CNS(=O)(=O)c1ccc(OCC(=O)NCc2ccco2)cc1 | -2% | -1% | -5% | 7% | -4% | -6% | 4% | 3%
COc1ccc2nc(NC(=O)c3cc(S(=O)(=O)N4CCOCC4)ccc3C)sc2c1 | -21% | -23% | 0% | 1% | 4% | . | 4% | ?

Four records picked at random from the list so far:
SMILES | Tau ThT inhib | Tau fluor counter | TR SRC2 fluor cs | Tau fibril FP | TRb SRC2 PPI | L3MBTL1 inh | GLA spleen mod | ALDH1A1 inh
O=C(/C=C/Nc1ccccc1)c1cnc(-c2ccccc2)s1 | ? | -8% | -4% | -4% | 2% | 1% | 4% | 12%
Cc1ccc(CNC(=O)CCCCCn2c(=O)c3sccc3n(CC(=O)Nc3ccc(C)c(F)c3)c2=O)cc1 | -3% | -27% | 4% | ? | 8% | . | . | .
COc1cc(OC)cc(C(=O)N[C@H](C(=O)Nc2nc(-c3ccc(OC)c(OC)c3)cs2)C(C)C)c1 | -11% | -17% | 5% | 7% | 2% | . | 2% | .
S=c1[nH]nc(-c2ccccn2)n1/N=C/c1ccc(Br)s1 | -14% | -14% | ? | -7% | -1% | 28µM* | -7% | ?
